# Assay outcomes from PubChem BioAssay.
# LDHA block: qHTS assay for inhibitors of human lactate dehydrogenase. L-lactate dehydrogenase A chain (Homo sapiens), P00338. purified LDHA, NADH/diaphorase-resazurin fluorescence; active compounds read low. activity change, % (values are at about 110 or 230 µM). hit rate 0.15% among 480,000. AID 1347041, 2019; in the data active = activity change below about -30%; inconclusive = mostly about -25% to -30%;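 note: plate controls were DMSO wells for no effect and wells without enzyme for full effect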
#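 Resorufin fluorescence (ex540/em590), read at 0 and 20 min after diaphorase/resazurin addition, reports the NADH left after a 5 min room-temperature reaction of 2 nM human LDH5 with 0.06 mM NADH and 0.2 mM pyruvate.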
# D1 ag: Allosteric Agonists of the Human D1 Dopamine Receptor: qHTS | D(1A) dopamine receptor (Homo sapiens), P21728 | HEK293 T-REx D1 cells, calcium flux, agonist mode | activation, % at 2 µM | hit rate 1% among 360,000; in the data active = activation above about 30%; note: 0% is about no effect
# Target sequence (P21728 whole entry, looked up): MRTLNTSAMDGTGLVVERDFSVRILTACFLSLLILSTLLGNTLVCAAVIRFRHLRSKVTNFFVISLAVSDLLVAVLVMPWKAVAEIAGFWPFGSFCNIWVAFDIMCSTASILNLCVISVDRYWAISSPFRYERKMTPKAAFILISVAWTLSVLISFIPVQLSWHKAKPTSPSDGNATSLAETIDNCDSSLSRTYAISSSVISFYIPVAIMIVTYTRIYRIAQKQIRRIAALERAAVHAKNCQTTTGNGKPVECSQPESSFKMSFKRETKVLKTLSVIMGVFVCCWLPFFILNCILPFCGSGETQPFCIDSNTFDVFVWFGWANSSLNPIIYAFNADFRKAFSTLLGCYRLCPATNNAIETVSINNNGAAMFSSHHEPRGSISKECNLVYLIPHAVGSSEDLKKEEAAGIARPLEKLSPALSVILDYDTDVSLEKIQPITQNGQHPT
#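 Tetracycline-induced HEK293 TREx D1 cells, force-coupled to calcium signalling, were dye-loaded with a no-wash calcium kit. Compound was pin-added after a 10 s baseline. Fluorescence was read kinetically at 1 cycle/s for 180 s, with calcium rises flagged as agonism.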
# D2 potentiator: HTS Assay for Positive Allosteric Modulators of the Human D2 Dopamine Receptor: Primary Screen for Potentiators; potentiation, % at 10 µM; D(2) dopamine receptor (Homo sapiens), P14416; AID 485347, 2010; hit rate 0.34% among 340,000; HEK293 T-REx D2, calcium flux, EC20 dopamine potentiation;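 active = potentiation over 3 SD above the plate norm, cut at about 30% in these data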; note: 0% is about no effect
#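 Potentiation of an EC20 dopamine calcium response is measured in a force-coupled, tetracycline-inducible Hek293 Trex D2 line. Compound-only kinetic reads over 180 s flag agonists before dopamine addition.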
# D1 antagonist: Antagonist of Human D 1 Dopamine Receptor: qHTS | D(1A) dopamine receptor (Homo sapiens), P21728 | hit rate 3.2% among 360,000 | activity change, negative = inhibition, % at 10 µM | HEK293 TREx D1 cells, calcium flux, dopamine EC80; active compounds read low | AID 504652, 2011; in the data active = activity change below about -30%; note: % is set by controls: 0 for no effect and ±100 for the full control effect
#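 Cells carrying a force-coupled, tetracycline-inducible human D1 receptor report calcium flux. Each well gets a 10 s baseline, compound with 180 s monitoring, then an EC80 dopamine stimulus with a second 180 s kinetic read.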
# Vif-APOBEC3G blk: qHTS for Inhibitors of Vif-A3G Interactions: qHTS. DNA dC->dU-editing enzyme APOBEC-3G (Homo sapiens), Q9HC16. HeLa A3G-eYFP + Vif (tagged APOBEC3G with the HIV-1 protein that degrades it), YFP fluorescence, overnight. Potency, µM (highest dose often 46.1 µM), for inactives: at the top dose activity, negative = active, usual class: inhibitors. hit rate 0.076% among 410,000. AID 602310, 2012;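 note: potency is the fitted concentration of half-maximal effect; % is set by controls: 0 for no effect and ±100 for the full control effect; nearly all actives have a fitted effect of over 60% in size; hits raise eYFP signal because A3G escapes Vif-driven loss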
# Target sequence (Q9HC16 whole entry, looked up): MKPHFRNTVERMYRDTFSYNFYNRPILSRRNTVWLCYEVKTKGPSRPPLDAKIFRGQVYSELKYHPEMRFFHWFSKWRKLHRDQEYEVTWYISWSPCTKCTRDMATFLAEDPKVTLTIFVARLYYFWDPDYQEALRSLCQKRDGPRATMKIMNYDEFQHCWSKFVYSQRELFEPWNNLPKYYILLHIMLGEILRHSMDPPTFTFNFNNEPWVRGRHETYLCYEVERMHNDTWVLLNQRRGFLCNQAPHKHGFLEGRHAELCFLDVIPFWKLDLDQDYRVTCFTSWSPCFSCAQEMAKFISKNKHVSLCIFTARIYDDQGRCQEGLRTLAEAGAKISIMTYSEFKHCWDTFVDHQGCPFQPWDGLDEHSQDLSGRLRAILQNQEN
#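 Read-out is eYFP fluorescence (Ex 488/Em 500-530) from Vif-expressing HeLa A3G-eYFP cells; more signal means A3G escaped Vif-mediated degradation. Cells plated overnight, compound pinned in, incubated overnight at 37 deg C.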
# D1 PAM: Potentiators of Human D1 Dopamine Receptor: qHTS. D(1A) dopamine receptor (Homo sapiens), P21728. HEK293 TREx D1 cells, calcium flux, dopamine EC20 potentiation. potentiation, % at 10 µM. hit rate 0.036% among 360,000; in the data active = potentiation above about 30%; note: 0% is about no effect
# RXFP1 ag: qHTS Assay for Agonists of the Relaxin Receptor RXFP1; Relaxin receptor 1 (Homo sapiens), Q9HBX9; HEK293T-RXFP1 cAMP TR-FRET, 30 min; response scale: percent of porcine relaxin response, buffer zero; Potency, µM (titrated, usually from 57.5 µM), for inactives: at the highest dose activation, actives largely listed as activators; hit rate 0.3% among 370,000; note: potency is the fitted concentration of half-maximal effect; % is set by controls: 0 for no effect and ±100 for the full control effect; nearly all actives have a fitted effect of over 60% in size; many of its hits are not listed in these tables
#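 HEK293T cells stably expressing RXFP1 were pretreated with the PDE4 inhibitor Ro 20174, exposed to compounds for 30 min at 37C, lysed, and cAMP was read by TR-FRET. Data normalized to buffer (basal) and 29 nM porcine relaxin (100%).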
# Glioma ERSR ind: qHTS for Inducers of the Endoplasmic Reticulum Stress Response (ERSR) in Human Glioma: qHTS; U87-MG GRP78 promoter luciferase reporter, 16 h; Potency, µM, without a hit: at the top dose activation, most hits filed as activators; hit rate 0.02% among 420,000; note: potency is the fitted concentration of half-maximal effect; series mostly up to about 76 µM; % of control where 0% means no effect; nearly all actives have a fitted effect of over 35% in size
#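 ERSR induction read as luciferase luminescence (Bright-Glo, 10 min at room temperature) in stably transfected human U87-MG glioma cells exposed to compounds for 16 h, using GRP78 as sensor.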
# Vif-APOBEC3F blk: qHTS for Inhibitors of Vif-A3F Interactions: qHTS; HeLa A3F-eYFP + Vif (tagged APOBEC3F with the HIV-1 protein that degrades it), YFP fluorescence increase; Potency, µM (titrated, usually from 46.1 µM), for the others: top-dose activity, negative = active; hit rate 0.2% among 390,000; AID 602313, 2012; note: potency is the fitted concentration of half-maximal effect; % of control where 0% means no effect; nearly all actives have a fitted effect of over 65% in size
#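 HeLa cells stably expressing Vif plus C-terminally eYFP-tagged A3F were seeded, incubated overnight at 37 deg C, dosed with compound, incubated overnight again at 37 deg C. Yellow fluorescence (Ex 488/Em 500-530) reported blocked Vif-mediated A3F-eYFP degradation.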
# The depositor's hits bear a star; ? = inconclusive; . = no result given; & = joins results of further samples. Unless noted, calls come from the whole dose curve; as a rule, active = well fitted curve in the direction sought with a large enough effect; inconclusive = small, poorly fitted or top-dose-only effect, or another doubt; inactive = no such curve, though single readings can be large; an effect the other way counts as inactive or inconclusive.
SMILES,LDHA block,D1 ag,D2 potentiator,D1 antagonist,Vif-APOBEC3G blk,D1 PAM,RXFP1 ag,Glioma ERSR ind,Vif-APOBEC3F blk
CC(C)(C)NC(=O)CN1CCCN(C(=O)c2cccc(S(=O)(=O)N3CCc4ccccc43)c2)CC1,-2,1,7,-30,4%,-4,-0.8%,-4%,-2%
CCCCC(=O)Nc1ccc(C(=O)NCCCn2ccnc2)cc1,-7,6,17,5,6%,1,-0.2%,-2%,-6%
CCN(C(=O)Cn1c(=O)oc2cc(S(=O)(=O)N3CCCCCC3)ccc21)c1cccc(C)c1,-4,1,14,-3,.,0,1.8%,.,.
CCCCN(CCCC)CCNC(=O)CN1C(=O)CSc2ccc(S(=O)(=O)N3CCOCC3)cc21,-4&-3,-1&-1,-1&0,2&11,-3%&-7%,-4&-3,1.3%&-0.1%,-2%&-1%,-7%&13%
Cc1cc(C)c(S(C)(=O)=O)c(Oc2ccc(F)cc2)n1,-3,-1,-7,4,2%,-2,0.5%,-4%,-4%
CCC1CCc2sc(C(=O)NCc3ccccn3)cc2C1 (centres undefined),-1,-1,-3,1,-1%,-8,1.0%,11%,1%
O=C(NCCCn1ccnc1)/C(=C\c1cccs1)NC(=O)c1ccccc1,-2,1,-4,-2,2%,3,5.2%,-4%,3%
CCCCN1C(=O)/C(=C2\SC(N3CCOCC3)=NC2=O)c2ccccc21,-2,15,-6,1,-3%,-2,1.4%,3%,3%
COc1cc(Cl)c(NS(=O)(=O)c2cc(-c3cc(C)no3)ccc2OC)c(OC)c1,-8,3,-2,-16,-5%,-3,-0.4%,0%,2%
O=C(Cn1nnc(-c2cccc(C(F)(F)F)c2)n1)NNS(=O)(=O)c1cccc(C(F)(F)F)c1,0,3,-2,-10,-3%,-2,0.1%,-4%,2%
COc1ccc2oc(-c3ccco3)cc(=O)c2c1,-3,0,6,6,0%,-4,1.7%,-2%,-3%
Brc1ccc(-c2nc(N/N=C/c3cccnc3)c3ccccc3n2)cc1,4,2,4,-2,-2%,-3,3.4%,4%,-7%
COc1cccc(OC)c1-c1nn2c(-c3ccccc3Cl)nnc2s1,0,4,5,0,0%,-5,1.3%,3%,9%
CC(=O)C1=C(C)OC(N)=C(C#N)C1c1cccc([N+](=O)[O-])c1 (centres undefined),23,3,-8,-16,-1%,9,-4.8%,-3%,13%
O=C(NN1C(=O)c2ccccc2NC1c1ccccn1)c1ccc([N+](=O)[O-])cc1 (centres undefined),-4,0,4,6,0%,0,-1.3%,1%,2%
O=C1C=C(c2ccccc2)OC(=O)C1C(=O)c1ccccc1 (centres undefined),-17,3&-1,6&5,-8&2,2%,7&0,1.0%&3.4%,1%,6%
COc1cc(NS(=O)(=O)c2ccc(NC(=S)NC(=O)C(C)(C)C)cc2)nc(OC)n1,-8,2,3,7,4%,-2,-0.8%,-2%,0%
CC1(C)N=C(N)N=C(N)N1c1ccc(OCC(=O)N2CCOCC2)c(Cl)c1,-4,.,.,.,-4%,.,.,-3%,2%
CCOC(=O)c1oc2c(c1C)-c1nn(Cc3cccc(Cl)c3)cc1CC2,14,16,1,0,.,-2,-1.8%,.,.
CCC(=O)N(CCC1(C(C)C)CCOC(C)(C)C1)C(C)c1cccs1 (centres undefined),2,0,4,0,-1%,5,0.6%,0%,1%

# Shown with bars between the fields: entries from further up
canonical_smiles | LDHA block | D1 ag | D2 potentiator | D1 antagonist | Vif-APOBEC3G blk | D1 PAM | RXFP1 ag | Glioma ERSR ind | Vif-APOBEC3F blk
CCCCC(=O)Nc1ccc(C(=O)NCCCn2ccnc2)cc1 | -7 | 6 | 17 | 5 | 6% | 1 | -0.2% | -2% | -6%
CCN(C(=O)Cn1c(=O)oc2cc(S(=O)(=O)N3CCCCCC3)ccc21)c1cccc(C)c1 | -4 | 1 | 14 | -3 | . | 0 | 1.8% | . | .

# The results go on.
SMILES,LDHA block,D1 ag,D2 potentiator,D1 antagonist,Vif-APOBEC3G blk,D1 PAM,RXFP1 ag,Glioma ERSR ind,Vif-APOBEC3F blk
CCCc1cc(=O)oc2cc(C)cc(OCC(=O)NCC(O)c3ccccc3)c12 (centres undefined),-6,0,6,-6,-1%,-1,-2.5%,-2%,1%
CCOC(=O)c1cc(OC(=O)c2cccc(Cl)c2)n(-c2ccccc2)n1,-3,4,-4,15,4%,2,1.5%,-4%,0%
CC(Oc1ccc(-c2ccccc2)cc1)C(=O)N/N=C/c1cccnc1 (centres undefined),-6,9,-3,-36*,-10%,-8,0.6%,-2%,5%
CN1CCc2c(sc(NC(=O)Cc3ccccc3)c2C(N)=O)C1,-13,5,-15,-14,3%,-13,4.4%,-2%,5%
CC1(C)N=C(N)N=C(N)N1c1ccc(CCCCc2ccccc2)cc1,-5,.,.,.,-5%,.,.,-8%,3%
O=C(CCn1cccc1)NC1CCCc2ccccc21 (centres undefined),3,1,-1,0,0%,1,0.4%,-4%,0%
COc1ccc(NC(=O)C2CCN(C(=O)C3CC(=O)N(c4ccc(C)cc4)C3)CC2)cc1 (centres undefined),3,0,0,-8,1%,-5,3.4%,-1%,6%
CN1CCN(c2nc(-c3cccc([N+](=O)[O-])c3)nc3ccccc23)CC1,-9,3,.,1,12%,-3,13%,1%,8%
COc1cccc(C2NC(=O)c3ccccc3O2)c1OCc1ccccc1F (centres undefined),0,0,4,2,-5%,-3,1.2%,-2%,4%
CC(=O)c1cccc(NC(=O)CN2C(=O)COc3ccc(Cl)cc32)c1,-1,7,-6,-12,-1%,3,-1.5%,-4%,?
COc1ccc(C2CC(c3ccc(Cl)c(Cl)c3)Nc3nc(N)nn32)cc1 (centres undefined),-8,4,-3,58,1%,-1,0.4%,-1%,-5%
COc1cc(OC)cc(C(=O)N[C@H](C(=O)OCC(=O)Nc2ccc(F)c(F)c2)C(C)C)c1,3,3,-2,-5,0%,7,1.7%,-6%,8%
COCCNC(=O)CN(C(=O)CCC(=O)Nc1ccccn1)c1ccc(F)cc1,2,3,8,0,0%,-5,2.3%,-3%,2%
Cc1ccc(N2CCN(C(=O)NC3CCCCC3)CC2C)cc1 (centres undefined),-2,7,1,-30,2%,-1,5.4%,5%,2%
O=C(Cn1cc(Br)ccc1=O)Nc1ccc2c(c1)OCO2,1,3,0,17,2%,-4,2.2%,-3%,0%
O=C(/C=C/c1ccc(OCc2ccccc2)c(OCc2ccccc2)c1)c1cccnc1,4,10,17,-12,-10%,-3,0.0%,-14%,-6%
O=C(O)c1ccc(-n2nc(C(F)(F)F)c3c2CCCC3)cc1,-10&3,4&0,6&-2,-5&-3,-4%&-4%,-9&1,2.6%&1.1%,-4%&-1%,-2%&-4%
COC(=O)CCC(C)C1CCC2C3CCC4CC(O)CCC4(C)C3=CC(=O)C12C (centres undefined),-3,.,.,.,0%,.,.,-3%,-9%
CCCCOc1ccc(Cc2c(Cl)nc(SC)nc2N2CCOCC2)cc1,-6,2,-3,-11,1%,23,-0.1%,-3%,-6%
CS(=O)(=O)Nc1ccc(-c2cn3cccnc3n2)cc1,-4,9,5,10,3%,-5,20%,-1%,-7%
Cc1cc(Cl)c(OCCCn2cncn2)c(Br)c1,-3,-1,.,12,-1%,-3,2.0%,-4%,.
Cc1onc(-c2c(Cl)cccc2Cl)c1C(=O)Nc1ccc(Cl)cn1,-3,4,15,7,-5%,4,-0.9%,18%,-5%
CCOc1ccccc1NC(=O)N(Cc1ccc(C)o1)C1CCN(C(C)=O)CC1,-6,0,3,4,3%,-1,0.4%,-2%,5%
O=C(Nc1ccccc1C(=O)N1CCOCC1)C1CC(=O)N(C2CCCC2)C1 (centres undefined),-1,2,-8,-5,0%,0,0.4%,-2%,-4%
Cc1c(NS(=O)(=O)c2ccc3c(c2)OCCO3)cccc1-c1nc2cccnc2s1,-2,17,8,25,-1%,10,0.5%,-3%,4%
COc1ccc(C(=O)CCc2ccccc2)c(O)c1,1,.,.,.,0%,.,.,2%,9%

# By substructure: those above containing an aryl methoxy group.
SMILES,LDHA block,D1 ag,D2 potentiator,D1 antagonist,Vif-APOBEC3G blk,D1 PAM,RXFP1 ag,Glioma ERSR ind,Vif-APOBEC3F blk
COc1cc(Cl)c(NS(=O)(=O)c2cc(-c3cc(C)no3)ccc2OC)c(OC)c1,-8,3,-2,-16,-5%,-3,-0.4%,0%,2%
COc1ccc2oc(-c3ccco3)cc(=O)c2c1,-3,0,6,6,0%,-4,1.7%,-2%,-3%
COc1cccc(OC)c1-c1nn2c(-c3ccccc3Cl)nnc2s1,0,4,5,0,0%,-5,1.3%,3%,9%
COc1cc(NS(=O)(=O)c2ccc(NC(=S)NC(=O)C(C)(C)C)cc2)nc(OC)n1,-8,2,3,7,4%,-2,-0.8%,-2%,0%
COc1ccc(NC(=O)C2CCN(C(=O)C3CC(=O)N(c4ccc(C)cc4)C3)CC2)cc1 (centres undefined),3,0,0,-8,1%,-5,3.4%,-1%,6%
COc1cccc(C2NC(=O)c3ccccc3O2)c1OCc1ccccc1F (centres undefined),0,0,4,2,-5%,-3,1.2%,-2%,4%
COc1ccc(C2CC(c3ccc(Cl)c(Cl)c3)Nc3nc(N)nn32)cc1 (centres undefined),-8,4,-3,58,1%,-1,0.4%,-1%,-5%
COc1cc(OC)cc(C(=O)N[C@H](C(=O)OCC(=O)Nc2ccc(F)c(F)c2)C(C)C)c1,3,3,-2,-5,0%,7,1.7%,-6%,8%
COc1ccc(C(=O)CCc2ccccc2)c(O)c1,1,.,.,.,0%,.,.,2%,9%

# Some of the compounds tested, so the mix of outcomes need not match the whole.
